High-throughput results: PubChem BioAssay, The Scripps Research Institute Molecular Screening Center
PREPL inh – PREPL enzyme inhibitors, primary screen, biochemical, fluorescence polarization | Prolyl endopeptidase-like (Homo sapiens), Q4J6C6 | recombinant PREPL, fluorescence polarization activity-based probe | inhibition, % at 5.96 µM | actives 0.68% (n = 320,000); in the data active = inhibition above about 43%;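 note: 0% = enzyme with DMSO and 100% = wells lacking enzyme; many of its hits are not listed in these tables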
PAFAH1B2 inh – PAFAH1B2 enzyme inhibitors, primary screen, biochemical, fluorescence polarization, human; Platelet-activating factor acetylhydrolase IB subunit alpha2 (Homo sapiens), P68402; recombinant PAFAH1B2, FP-rhodamine activity probe; inhibition, % at 3.39 µM; actives 1.2% (n = 340,000); AID 492953, 2010;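 active = inhibition above the mean of all tested compounds plus 3 SD, cut at about 24% in these data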;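 note: 0% = enzyme with DMSO and 100% = wells lacking PAFAH1B2; many of its hits are not listed in these tables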
PAFAH1B3 inh – PAFAH1B3 enzyme inhibitors, primary screen, biochemical, fluorescence polarization, human; Platelet-activating factor acetylhydrolase IB subunit alpha1 (Homo sapiens), Q15102; recombinant PAFAH1B3, FP-rhodamine probe; inhibition, % at 3.39 µM; actives 0.28% (n = 340,000); AID 492972, 2010;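 active = inhibition above the screen-wide average of all tested compounds plus 3 SD, cut at about 25% in these data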;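 note: 0% = enzyme with DMSO only and 100% = wells lacking PAFAH1B3 protein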
Target sequence (Q15102 whole entry, looked up): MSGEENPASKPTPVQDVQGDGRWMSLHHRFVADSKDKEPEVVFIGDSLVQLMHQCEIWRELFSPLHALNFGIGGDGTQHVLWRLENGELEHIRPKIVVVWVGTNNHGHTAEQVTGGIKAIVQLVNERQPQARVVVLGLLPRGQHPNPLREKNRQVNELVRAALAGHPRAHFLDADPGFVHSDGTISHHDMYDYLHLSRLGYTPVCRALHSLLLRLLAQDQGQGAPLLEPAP
LYPLA2 counter – LYPLA2 inhibitors, primary screen, counter-screen for PME1 inhibitor project, biochemical, fluorescence polarization, FP-Rh probe ABPP | Acyl-protein thioesterase 2 (Homo sapiens), O95372 | recombinant LYPLA2 | inhibition, % at 5.9 µM | actives 0.38% (n = 320,000) | AID 2177, 2009;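 active = inhibition above the screen-wide mean plus 3 SD, limit set per campaign, cut at about 26% in these data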;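 note: 0% = LYPLA2 with DMSO and 100% = wells lacking LYPLA2 enzyme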
GSTO1 inh – inhibitors of recombinant GSTO1, primary screen, counter-screen for RBBP9 inhibitor project, biochemical, fluorescence polarization; Glutathione S-transferase omega-1 (Homo sapiens), P78417; activity-based probe fluorescence polarization; inhibition, % at 5.96 µM; actives 1.1% (n = 300,000); AID 1974, 2009;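 active = inhibition above the campaign mean inhibition plus 3 SD, cut at about 35% in these data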;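 note: 0% = GSTO1-1 with DMSO and 100% = wells lacking GSTO1-1 enzyme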
PAD4 FP inh – human PAD4 inhibitors, primary screen, biochemical, fluorescence polarization, 1536-well format; actives 0.41% (n = 330,000); inhibition, % at 6.36 µM; recombinant PAD4, RCA probe fluorescence polarization;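 active = percent inhibition above a cutoff equal to the mean of all tested compounds plus 3 SD, cut at about 15% in these data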;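 note: 0% = PAD4 with RCA probe and DMSO and 100% = probe without PAD4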
Target sequence (Q9UM07 whole entry, looked up): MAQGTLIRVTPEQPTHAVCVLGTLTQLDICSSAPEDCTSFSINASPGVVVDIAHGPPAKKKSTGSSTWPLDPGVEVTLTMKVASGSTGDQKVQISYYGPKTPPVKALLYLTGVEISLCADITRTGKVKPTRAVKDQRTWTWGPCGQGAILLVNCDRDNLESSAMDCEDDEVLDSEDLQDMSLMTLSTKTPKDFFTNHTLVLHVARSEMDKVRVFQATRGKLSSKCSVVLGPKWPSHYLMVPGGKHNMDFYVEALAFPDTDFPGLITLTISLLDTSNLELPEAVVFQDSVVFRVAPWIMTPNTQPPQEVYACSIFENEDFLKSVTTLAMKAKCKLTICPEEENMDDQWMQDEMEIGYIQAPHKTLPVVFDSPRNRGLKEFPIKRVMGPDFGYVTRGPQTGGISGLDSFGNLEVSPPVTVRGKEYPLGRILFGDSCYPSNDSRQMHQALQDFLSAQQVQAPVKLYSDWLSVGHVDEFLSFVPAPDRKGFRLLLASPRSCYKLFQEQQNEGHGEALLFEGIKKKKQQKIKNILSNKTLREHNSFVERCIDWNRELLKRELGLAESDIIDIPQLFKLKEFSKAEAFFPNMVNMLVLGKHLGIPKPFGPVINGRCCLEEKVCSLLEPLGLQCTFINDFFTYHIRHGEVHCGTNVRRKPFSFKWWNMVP
PME-1 primary – PME-1 inhibitors via competitive probe labeling, primary screen, biochemical, fluorescence polarization, FP-Rh probe, HTS; AID 2130, 2009; recombinant PME-1; inhibition, % at 5.9 µM; actives 0.53% (n = 320,000);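 active = inhibition above the campaign mean of all compounds plus 3 SD, cut at about 26% in these data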;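 note: competitive labeling of PME-1 active site by serine hydrolase directed probe; 0% = PME-1 with DMSO and 100% = wells lacking PME-1 enzyme; inhibitors block probe labeling so polarization falls and inhibition rises; many of its hits are not listed in these tables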
pPAFAH inh – pPAFAH enzyme inhibitors, primary screen, biochemical, fluorescence polarization, human. Platelet-activating factor acetylhydrolase (Homo sapiens), Q13093. recombinant pPAFAH, FP-rhodamine probe fluorescence polarization. inhibition, % at 3.39 µM. actives 1.5% (n = 330,000);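 active = inhibition above the mean inhibition across the screen plus 3 SD, cut at about 25% in these data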;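 note: inhibitors block binding of the rhodamine activity-based probe so polarization drops; 0% = enzyme with DMSO and 100% = wells lacking pPAFAH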
LYPLA1 inh – LYPLA1 inhibitors, primary screen, counter-screen for PME1 inhibitor project, biochemical, fluorescence polarization, FP-Rh probe ABPP. recombinant LYPLA1. inhibition, % at 5.9 µM. Acyl-protein thioesterase 1 (Homo sapiens), O75608. actives 0.16% (n = 320,000). AID 2174, 2009;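 active = inhibition above the mean of all tested compounds plus 3 SD, set per campaign, cut at about 14% in these data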;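 note: inhibitors block serine hydrolase probe labeling of LYPLA1 so polarization falls; 0% = enzyme with DMSO and 100% = wells lacking LYPLA1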
* marks the source's active call; other numbers are inactive results; . = not tested or not shown. Only part of the results is shown; count on the stated rates, not on these rows.

SMILES | PREPL inh | PAFAH1B2 inh | PAFAH1B3 inh | LYPLA2 counter | GSTO1 inh | PAD4 FP inh | PME-1 primary | pPAFAH inh | LYPLA1 inh
CCn1c2c(c(=N)c3c1CCC3)CCC2 | 6.7 | 0.5 | 10.0 | 2.1 | -2.0 | -5.5 | -1.9 | 3.3 | -3.6
CCOC(=O)/C(C#N)=C/c1cccc(F)c1 | 14.8 | 5.9 | -0.5 | -1.8 | 5.6 | -5.9 | 3.2 | 1.1 | 0.7
O=C1CSCN1c1ccc(Cl)cc1 | -0.8 | 7.3 | 0.2 | 0.9 | 3.2 | 0.5 | 4.0 | 2.5 | -3.6
COc1cccc(CN2CCC(Oc3ccc(C(=O)NCc4ccccn4)cc3)CC2)c1 | -18.0 | 1.9 | 6.6 | -5.6 | 1.9 | -2.8 | -9.0 | 6.0 | -2.7
CCN(CC)S(=O)(=O)c1ccc(N2CCOCC2)c(NC(=O)c2cc(=O)[nH]c3ccccc23)c1 | 2.6 | 8.6 | 1.6 | 35.8* | -4.9 | -5.4 | -5.0 | -0.4 | -1.1
CCOC(=O)c1cc(-c2ccccc2)sc1NC(=O)C(C)N1C(=O)c2ccccc2C1=O (configuration not stated) | 3.9 | -1.0 | -5.2 | -1.8 | 3.2 | 3.8 | -5.0 | 19.4 | -1.7
CCOc1ccc(-n2nnnc2SCC(=O)Nc2cccc(O)c2)cc1 | -12.6 | 4.0 | 8.7 | 8.3 | -2.6 | 1.2 | -7.2 | -1.7 | -1.5
COc1cc(Cl)ccc1OCc1cc(C(=O)N2C[C@]3(C)C[C@H]2CC(C)(C)C3)no1 | 10.9 | 5.1 | 14.7 | -0.8 | -3.8 | 3.7 | -0.7 | 2.0 | 0.1
CN(Cc1ccccc1)C(=O)COc1ccc(-c2nnco2)cc1 | 5.3 | 3.0 | 4.3 | -2.8 | 9.9 | 1.8 | -3.2 | 0.8 | -0.4
Cc1cc(-n2ccnc2)n2c(nc3ccccc32)c1C#N | 17.1 | -6.3 | -3.1 | 3.7 | -2.3 | 2.1 | -1.6 | 3.7 | 2.7
O=C(CSc1nnc(CNC(=O)c2cccs2)o1)NC1CCCCC1 | 8.7 | 2.4 | -5.5 | 3.9 | 1.6 | 0.8 | -1.9 | 3.5 | 1.8
CC(C)CC1NC(=O)N(CC(=O)Nc2cccc(Br)c2)C1=O (configuration not stated) | -3.6 | -0.8 | 3.4 | 6.7 | . | -6.8 | 3.0 | 2.8 | 0.4
NS(=O)(=O)c1ccc(NC(=O)COC(=O)CSCc2ccc(F)cc2)cc1 | 1.9 | 2.2 | 4.7 | 9.6 | . | 3.3 | 5.2 | 16.9 | 2.0
O=C(CSc1nc(-c2ccc(F)cc2)cs1)N1CCc2ccccc21 | -6.0 | 5.8 | 1.3 | -2.2 | -7.6 | -0.5 | -9.9 | 2.5 | -0.5
COc1ccc(CCn2c(C)cc(C(=O)CN3C(=O)C(=O)N(Cc4ccco4)C3=O)c2C)cc1 | 7.2 | -1.3 | -3.6 | -0.5 | . | -2.8 | -0.1 | 8.5 | 2.6
CC(C)Cc1cc(CNC(=O)C2CCC(=O)N(CCc3cccc(F)c3)C2)on1 (configuration not stated) | -1.9 | 0.3 | 6.8 | 0.4 | -1.2 | 7.1 | -5.1 | 0.6 | 0.1
CN(c1ccc(OCC(=O)N2CCCC2)cc1)S(=O)(=O)c1ccc(Cl)cc1 | 8.2 | -3.2 | -3.1 | -8.5 | . | 2.1 | 6.0 | 4.2 | -2.4
COCCN(C(=O)c1ccco1)c1nc(-c2ccccc2)cs1 | -2.5 | 2.9 | 5.4 | -4.8 | -2.3 | 11.7 | 3.3 | 6.8 | -0.3
COc1ccc(OCC(=O)Nc2c(C(=O)N3CCC(N4CCCCC4)CC3)oc3ccccc23)cc1 | -1.5 | 1.0 | 1.6 | -7.3 | -5.9 | 0.8 | -2.1 | -5.3 | -0.3
CCOC(=O)c1cccc(NC(=O)CCc2ccccc2)c1 | -6.4 | 3.6 | 0.3 | -2.2 | 12.6 | -0.3 | -7.1 | 1.5 | 2.7
CCc1nnc2n1N=C(c1ccc(OC)cc1)CS2 | 0.5 | 2.0 | 4.4 | 5.2 | -6.8 | -6.9 | 3.2 | -2.4 | 2.3
CCCCN1C(=O)/C(=C2/Sc3ccc(Cl)cc3N2CC)SC1=S | 1.6 | . | . | -6.2 | 1.8 | -2.2 | -4.9 | 3.7 | 2.2
O=C(C[n+]1cccc(C(=O)Nc2ccccc2)c1)c1ccc([N+](=O)[O-])cc1 | 36.4 | 2.2 | 5.4 | -3.6 | 5.2 | -6.2 | 2.5 | -2.5 | -5.5
C=C(C)Cn1c(CCCNC(=O)C(C)(C)C)nc2ccccc21 | -8.0 | 9.1 | 3.5 | 1.4 | -1.9 | 1.3 | -2.2 | 1.4 | 3.1
O=C(CCCn1cnc([N+](=O)[O-])n1)Nc1cccc(O)c1 | 21.0 | . | . | 3.9 | 1.4 | -5.8 | -4.3 | 4.1 | 0.5
CCOC(=O)/C(C(N)=NCCO)=C(/O)c1ccccc1 | -1.9 | 1.8 | 3.8 | -1.5 | -2.3 | 3.2 | 2.2 | -1.5 | -2.7
CC(C)(C)C1(C)OC(=O)C(=Cc2ccc(OCC(=O)Nc3ccccc3)cc2)C(=O)O1 (configuration not stated) | -4.5 | -3.1 | -0.4 | 3.0 | -1.5 | -0.6 | 5.7 | 1.4 | 2.1
COc1ccc(CN(C(=O)CSc2nnc(-c3ccccc3C)o2)c2ccc(F)cc2)cc1 | -11.2 | 1.5 | 1.0 | -5.0 | 34.1 | 3.2 | -5.5 | 5.9 | 2.2
COCCNC(=O)c1cnn2c(C(F)(F)F)cc(-c3ccc(C)cc3)nc12 | -3.4 | -1.5 | 7.0 | -6.3 | -3.9 | -5.7 | -1.3 | 0.1 | -3.0
COc1ccc(NC(=O)CC(=O)Nc2ccc(OC)cc2OC)c(OC)c1 | -1.7 | 0.6 | 1.1 | 4.7 | 1.4 | 2.1 | -2.5 | 2.8 | 1.9
CCc1cc2c3c(c1)C1(C(=O)N3C(C)(C)CC2C)C(C#N)=C(N)N2C(=C1C#N)Nc1ccccc12 (configuration not stated) | 12.2 | -0.7 | 3.4 | -4.5 | -4.7 | -11.0 | -7.7 | 0.9 | -12.2
Cc1cc(Nc2ccc(C(C)C)cc2)n2ncnc2n1 | 11.0 | 1.8 | 4.3 | 2.9 | 0.0 | -2.1 | 3.2 | 4.7 | 1.8
COc1ccc(NC(=O)CC2CCCC2)cc1S(=O)(=O)N1CCCCC1 | 0.2 | -4.2 | -2.1 | 1.4 | -1.5 | -1.3 | -2.5 | 5.4 | 1.3
Cc1ccc(C(=O)NCC(=O)OC(C)C(=O)Nc2ccc(N3CCOCC3)cc2)s1 (configuration not stated) | 3.3 | -0.2 | -0.1 | 1.2 | 13.8 | 2.1 | 2.7 | 4.3 | 0.4
COc1ccc(NC(=S)NCCNC(C)=O)cc1 | 3.0 | 8.3 | 3.6 | 2.5 | 10.6 | -0.8 | 4.5 | 0.9 | -2.8
COCCCNC(=O)c1cc2c(s1)CS(=O)(=O)C2 | -2.5 | 0.5 | -1.5 | -1.1 | -8.3 | -0.8 | 1.6 | 6.6 | -2.8
COc1ccc(C(=O)CN2CCN(CCN3C(=O)c4cccc5cccc(c45)C3=O)CC2)cc1 | 22.9 | 10.7 | 7.6 | 15.2 | -11.5 | 3.0 | 7.2 | 1.7 | -0.7
COc1ccc(NC(=O)C(CC(C)C)NC(=O)c2ccccc2C)cn1 (configuration not stated) | -4.7 | 3.4 | -0.7 | 4.8 | 7.4 | -0.4 | 5.6 | 1.6 | 0.2
CC(C)CNC(=O)COC(=O)c1cc(S(=O)(=O)N(C)C)ccc1N1CCCC1 | 0.3 | -3.2 | 12.7 | 13.7 | 5.1 | 2.5 | 2.5 | 2.0 | 3.3
CCOc1ccc(S(=O)(=O)N2CCOCC2)cc1NC(=O)CSCc1c(C)noc1C | 13.2 | -6.1 | 1.9 | 3.2 | 18.0 | 6.2 | 7.4 | -5.3 | -2.2
CCc1ccc(S(=O)(=O)NCc2csc(-c3ccccc3)n2)s1 | -19.4 | 11.5 | 1.4 | -5.3 | 28.1 | -7.9 | -5.3 | 8.0 | -1.2
CCOc1ccc(N(CC(=O)NC(C)(C)C)S(=O)(=O)c2c(C)noc2C)cc1 | 0.7 | 2.0 | -3.6 | -2.0 | 12.7 | 0.9 | -1.7 | -1.8 | -2.5
COc1ccc(CNC(=O)CCCc2ccccc2)cc1 | -1.9 | -1.0 | -2.0 | 4.6 | 6.1 | 3.9 | -2.6 | 3.1 | -4.4
CN(C)S(=O)(=O)Nc1cc(Cl)cc(Cl)c1 | 0.7 | 5.1 | 3.5 | 2.0 | 5.7 | -0.8 | 0.6 | 1.7 | 5.3
COc1ccc(OC)c(N(CC(=O)Nc2ccc3c(c2)OCO3)S(=O)(=O)c2ccccc2)c1 | -0.8 | 1.3 | 9.1 | 0.2 | 6.7 | -8.0 | 9.2 | 2.8 | -2.1
O=C(NCCc1ccc(Cl)cc1)/C(=C/c1cccnc1)NC(=O)c1ccccc1 | 9.3 | 14.5 | -4.6 | -2.3 | -4.2 | -7.2 | -6.9 | 1.9 | -3.0
Cc1ccc2c(C)c(C(=O)N3CCCCC3CO)oc2c1C (configuration not stated) | 7.3 | 6.7 | 3.3 | 20.9 | -1.2 | -2.2 | 4.3 | 22.3 | 1.0
CSc1nnc(-c2sc3cc(C(F)(F)F)cnc3c2-c2cccnc2)n1C | 1.3 | 0.6 | 6.2 | 5.2 | -3.0 | -2.3 | 2.5 | 1.4 | 2.7
Cc1nc(NNC(=O)c2ccccc2)cc(-c2ccccc2)n1 | -4.6 | 1.7 | 6.0 | -1.2 | 2.7 | 0.5 | 1.4 | 1.6 | 2.1
COc1ccc(Cn2nnnc2C(c2ccccc2OC)N2CCC(C(N)=O)CC2)cc1 (configuration not stated) | 26.7 | 3.5 | 1.0 | 5.4 | 11.3 | 1.6 | -6.5 | 2.8 | 3.6
COCCNC(=O)c1cccc(OC2CCN(Cc3ccccc3C)CC2)c1 | 1.8 | -1.1 | 6.0 | 9.8 | 5.1 | 5.1 | 4.4 | 5.8 | 2.1
Cc1cccc(-n2c3nc(=O)[nH]c(=O)c-3cc3cc([N+](=O)[O-])ccc32)c1 | 2.9 | -0.4 | 5.2 | -1.2 | -14.1 | 0.7 | 30.8* | 3.4 | 0.0
